Compound activity deposited in PubChem BioAssay by several laboratories.
Myeloid diff 2: myeloid differentiation induction | ER-HoxA9 myeloid progenitors, lysozyme-GFP differentiation, flow cytometry | calls only at 10 µM | hit rate 1% among 360,000;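 active = normalized GFP-positive differentiation at or above the plate's own cutoff, the solvent-only control mean plus 3 SD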;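 also: cells exposed to compound for four days before flow analysis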
b-catenin transl: beta-catenin nuclear translocation modulation | HeLa beta-catenin nuclear translocation, immunofluorescence imaging | nuclear translocation activity, % at 5 µM | hit rate 0.3% among 190,000;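 active = nuclear translocation activity above 50% at 5 µM, with a well cell count of 50 or more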;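 also: per-cell ratio of nuclear to cytoplasmic median beta-catenin stain intensity; plate controls were DMSO negative control for no effect and GSK-3 inhibitor IX positive control for full effect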
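Test system: HeLa cells, endogenous beta-catenin; Compound: single 5 µM dose plus 0.02–20 µM confirmation series; Times: compound exposure 24 h at 37°C; Signal: fluorescence imaging of beta-catenin antibody stain plus DAPI; Read-out: % activation, nuclear-to-cytoplasmic median beta-catenin signal ratio per cell.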
MgcRacGAP inhibition: MgcRacGAP GTPase-activating activity inhibitors, confirmation, biochemical, ADP Hunter fluorescence; hit rate 0.6% among 340,000; MgcRacGAP-stimulated Rac1 GTP hydrolysis, ADP Hunter fluorescence; higher % means a stronger effect; GST-tagged Rac1 F28L mutant substrate; one-dose inhibition, % at 30 µM; IC50 in µM for titrated hits; AID 624330;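 active = first-screen hits whose inhibition reached a set limit at any dose in the follow-up dose series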;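 also: fluorescence reports GDP produced by GAP-driven GTP hydrolysis; strong numbers were not always called active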
RSV antiviral HEp-2: inhibition of RSV-induced cytopathic effect – HEp-2 cells, primary 10 µM value included (AID 2391) | HEp-2 cells, RSV-induced CPE inhibition; higher % means a stronger effect | one-dose CPE inhibition, % at 10 µM; IC50 in µM for titrated hits | hit rate 0.13% among 310,000; in the data active = a potency from the dose series; also: strong numbers were not always called active
West Nile virus CPE: West Nile virus antiviral activity, cell-based, CPE readout (AID 1621) | CPE inhibition, % at 10 µM, or IC50 in µM where a hit was titrated | West Nile virus-infected cells, CPE inhibition; higher % means a stronger effect | hit rate 0.02% among 290,000; in the data active = a potency from the dose series; also: strong numbers were not always called active
SV40 large T antigen: SV40 large T antigen inhibitors, biochemical (AID 1903); SV40 large T antigen ATPase/helicase inhibition assay; higher % means a stronger effect; hit rate 0.39% among 310,000; inhibition, % at 20 µM, or IC50 in µM where a hit was titrated; in the data active = a potency from the dose series; also: strong numbers were not always called active
T cell HTS: modulates CD8 T cell binding to vesicles; 2C CD8+ T cell-vesicle binding, flow cytometry; stronger effect = lower value; calls only at 7 µM; hit rate 0.068% among 330,000; AID 2052;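 active = response, share of CD8 T cells binding vesicles, and their 90th percentile fluorescence all below set limits, cut at about 80% in these data, passing the limit was not always enough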
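Incubation: binding step 1.5 h, 37 °C, antibody labelling 20 min, ice; system: murine 2C transgenic CD8+ T lymphocytes; technique: cytometric PE anti-B7-1 and Alexa647 anti-CD8 signals after 1% paraformaldehyde fixation; also added: QL9-charged Drosophila Ld/ICAM-1/B7-1 vesicles; control set: naked versus QL9-loaded vesicles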
PhoP inhibition: PhoP-dependent GFP reporter repression – Salmonella Typhimurium, primary screen (AID 1863); inhibition, % at 50 µM, or IC50 in µM where a hit was titrated; S. Typhimurium PhoP-regulated promoter GFP reporter, 4 h; higher % means a stronger effect; hit rate 0.16% among 300,000;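 active = inhibition over 29.93%, a cutoff 3 SD above the screen mean, later confirmed by dose response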;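 also: 0% = low Mg2+ inducing control and 100% = high Mg2+ repressing control; strong numbers were not always called active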
WT yeast gro inh: growth inhibition of WT yeast, mitochondrial fusion screen | mitochondrial fusion phenotypic screen, WT strain | inhibition, % at 10 µM | hit rate 2.1% among 190,000; in the data active = inhibition above about 58%; tested in S. cerevisiae
WT yeast gro inh mutant strain: second read-out of WT yeast gro inh, no call of its own (marks repeat the call); inhibition, %; mitochondrial fusion phenotypic screen, mutant strain inhibition
b-catenin transl cell count 5 µM: further read-out of b-catenin transl, marked with its call; cell count; measured here: cell count, cytotoxicity flag
T cell HTS vesicle-bound %: further read-out of T cell HTS, marked with its call; double positive events, %; measured here: CD8+ vesicle-bound cell fraction;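 binding gate set so that unloaded-vesicle control wells show 10% double positive cells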
Myeloid diff 2 GFP+ MAC1+ %: also measured in Myeloid diff 2; calls as there; GFP+ MAC1+ double positive, %; measured here: differentiation confirmed by MAC1 staining
An asterisk follows results filed as active; i = inactive; x = not tested or not shown.

The first 3 entries (preview)
| canonical_smiles | b-catenin transl | T cell HTS | WT yeast gro inh mutant strain | WT yeast gro inh | RSV antiviral HEp-2 | MgcRacGAP inhibition | PhoP inhibition | SV40 large T antigen | West Nile virus CPE | b-catenin transl cell count 5 µM | T cell HTS vesicle-bound % | Myeloid diff 2 GFP+ MAC1+ % | Myeloid diff 2 |
| --- | --- | --- | --- | --- | --- | --- | --- | --- | --- | --- | --- | --- | --- |
| CCOc1ccccc1NC(=O)CCNC(=O)c1ccco1 | x | i | x | x | 1.8% | 11% | -1% | 7% | 0.0% | x | 21 | 2.6 | i |
| Cc1ccc(C(=O)NCCCn2ccnc2)cc1[N+](=O)[O-] | -1.1 | i | -1 | -10 | -0.4% | -11% | -5% | -1% | -0.3% | 1306 | 21 | 1.1 | i |
| CCc1ccc(N(C)S(=O)(=O)c2ccc3[nH]cc(C(=O)NCCN4CCOCC4)c(=O)c3c2)cc1 | x | i | -14 | -9 | 2.1% | 8% | 11% | 1% | 0.9% | x | 11 | 6.9 | i |

The list itself (from the top)
| canonical_smiles | b-catenin transl | T cell HTS | WT yeast gro inh mutant strain | WT yeast gro inh | RSV antiviral HEp-2 | MgcRacGAP inhibition | PhoP inhibition | SV40 large T antigen | West Nile virus CPE | b-catenin transl cell count 5 µM | T cell HTS vesicle-bound % | Myeloid diff 2 GFP+ MAC1+ % | Myeloid diff 2 |
| --- | --- | --- | --- | --- | --- | --- | --- | --- | --- | --- | --- | --- | --- |
| CCOc1ccccc1NC(=O)CCNC(=O)c1ccco1 | x | i | x | x | 1.8% | 11% | -1% | 7% | 0.0% | x | 21 | 2.6 | i |
| Cc1ccc(C(=O)NCCCn2ccnc2)cc1[N+](=O)[O-] | -1.1 | i | -1 | -10 | -0.4% | -11% | -5% | -1% | -0.3% | 1306 | 21 | 1.1 | i |
| CCc1ccc(N(C)S(=O)(=O)c2ccc3[nH]cc(C(=O)NCCN4CCOCC4)c(=O)c3c2)cc1 | x | i | -14 | -9 | 2.1% | 8% | 11% | 1% | 0.9% | x | 11 | 6.9 | i |
| O=C(N/N=C/c1cccnc1)c1cc(-c2ccccc2)nc2ccccc12 | x | i | x | x | 1.8% | 1% | -1% | 23% | 0.1% | x | 25 | 0.9 | i |
| COc1ccc(-n2c3c(c(=O)[nH]c2=O)C(NC(=O)c2ccncc2)(C(F)(F)F)C(=O)N3)cc1 (stereo unspecified) | x | i | -2 | 3 | 2.5% | 5% | -6% | 16% | 0.0% | x | 49 | 1.7 | i |
| CCCCn1c(=O)n(CC(=O)Nc2ccc(OC)c(Cl)c2)c(=O)c2c1nc(CO)n2CCC | -0.8 | i | -7 | 6 | 1.3% | 13% | 4% | -2% | -0.2% | 948 | 18 | 1.1 | i |
| COc1ccc(CCNC(=O)CSc2nc(-c3ccco3)cc(C(F)(F)F)n2)cc1 | 0.7 | i | -8 | 16 | 4.7% | 5% | -1% | 4% | -0.7% | 1103 | 8 | 7.6 | i |
| O=C(O)CNS(=O)(=O)c1ccc(C2CCCCC2)cc1 | -4.4 | i | -12 | 4 | 1.7% | 4% | -1% | 6% | 0.4% | 1045 | 46 | 0.3 | i |
| CCOC(=O)C1CCCN(C(=O)Cn2nc(C)n3nc(-c4ccccc4)cc3c2=O)C1 (stereo unspecified) | x | i | x | x | 2.2% | 2% | 3% | 6% | -0.4% | x | 31 | 0.0 | i |
| CCCNC(=O)C(=O)NCCC1=CCCCC1 | 0.7 | i | 0 | -2 | 1.3% | -1% | -2% | 7% | -0.1% | 1384 | 50 | 2.4 | i |
| COc1ccc(C(=O)NCc2nnc(SCC(=O)NCc3ccco3)o2)cc1 | x | i | x | x | 0.1% | -3% | -6% | -3% | 0.2% | x | 4 | 0.0 | i |
| CCCN1C(=O)/C(=C/c2c(N3CCNC(=O)C3CC(=O)OC)nc3c(C)cccn3c2=O)SC1=S (stereo unspecified) | -1.6 | x | x | x | x | x | -44% | 3% | 2.6% | 1206 | x | x | x |
| O=C(NC1CC2CCC(C1)N2C(=O)NC1CCCCC1)NC12CC3CC(CC(C3)C1)C2 (stereo unspecified) | -9.2 | i | -10 | 3 | 1.9% | 6% | -6% | 6% | -1.1% | 1018 | 41 | 1.6 | i |
| Cc1ccc(-c2nn(-c3ccccc3)cc2C(=O)N2CCOCC2)cc1C | 1.4 | i | 9 | 17 | 1.8% | 5% | -4% | 20% | -0.8% | 1076 | 39 | 0.1 | i |
| O=C(c1ccccc1[N+](=O)[O-])N1CCCC(C(=O)N2CCCCCC2)C1 (stereo unspecified) | x | i | x | x | 3.4% | 1% | 0% | 34% | -0.1% | x | 59 | 0.2 | i |
| CC(C)(C)[C@H]1C=C(C(=O)N2CCN(Cc3ccc4c(c3)OCO4)CC2)O[C@@H](OCc2ccc(CO)cc2)C1 | -0.4 | x | 25* | 97* | 6.7% | 6% | -10% | -1% | 0.0% | 1052 | x | 1.9 | i |
| Cc1c(C(=O)NCC2CCCO2)oc2ccc(S(=O)(=O)N3CCCCC3)cc12 (stereo unspecified) | -2.7 | i | -5 | 3 | -0.8% | 2% | -3% | -69% | x | 625 | 17 | 1.3 | i |
| CN(Cc1cnn(Cc2ccccc2)c1)C(=O)c1cccc(S(=O)(=O)N2CCOCC2)c1 | x | i | x | x | 0.2% | 8% | x | x | x | x | 39 | 0.3 | i |
| CCCc1nc2oc3c(NCCOCCO)ncnc3c2c2c1COC(C)(C)C2 | -1.1 | i | -13 | 8 | 2.4% | 4% | -4% | 5% | 2.1% | 971 | 20 | 2.5 | i |
| CC(OC(=O)COc1ccc(C#N)cc1)C(=O)Nc1ccc(Cl)cn1 (stereo unspecified) | x | i | x | x | -1.0% | 2% | 4% | 11% | x | x | 9 | 0.6 | i |
| COc1cc(/C=N/NC(=O)c2cccc([N+](=O)[O-])c2)ccc1OCc1ccccc1 | -5.0 | i | 16 | 27 | 2.0% | 3% | -4% | 3% | 1.0% | 1235 | 22 | 5.9 | i |
| CCOC(=O)N1CCN(C(=O)CNC(=O)Cn2cnc3ccccc3c2=O)CC1 | x | i | 13 | -8 | -1.1% | -1% | 6% | 8% | 0.7% | x | 25 | 0.2 | i |
| C/C(=N\Nc1nc(N2CCOCC2)nc(N2CCOCC2)n1)c1cccc([N+](=O)[O-])c1 | -1.4 | i | 11 | 10 | 2.4% | 5% | -1% | 4% | -0.2% | 1072 | 42 | 0.4 | i |
| CCCCN(CC)Cc1c(O)ccc2c(-c3ccccc3)cc(=O)oc12 | -0.4 | i | x | x | -1.0% | 9% | -5% | 8% | -0.3% | 1242 | 21 | 0.3 | i |
| COc1ccc(NC(=O)CSc2nccn2Cc2ccco2)cc1 | x | i | x | x | 0.0% | 6% | -6% | 9% | -0.9% | x | 34 | 1.0 | i |
| Cc1ccccc1NC(=O)Cc1nnc(NC(=O)Nc2ccccc2F)s1 | -0.8 | i | x | x | x | 10% | x | 13% | 2.5% | 1340 | 28 | 0.5 | i |
| Cc1c(OCC(=O)NCCCN2CCOCC2)ccc2c3c(c(=O)oc12)CCCC3 | x | i | x | x | -1.0% | 17% | -5% | 34% | -0.6% | x | 16 | 1.3 | i |
| COC(=O)c1ccccc1NC(=O)Cn1c(=O)n(Cc2ccccc2)c(=O)c2c(C)c(C)sc21 | x | i | 16 | 18 | 15% | 2% | -15% | 11% | -0.3% | x | 17 | 0.6 | i |
| COc1ccc(C(=O)N(NC(=O)Oc2ccccc2)C(C)(C)C)cc1 | -0.4 | i | 2 | 2 | 2.1% | -6% | 7% | 6% | -0.6% | 495 | 37 | 0.6 | i |
| COc1cc(OC)nc(NC2OC(=O)c3ccccc32)n1 (stereo unspecified) | -0.8 | i | -10 | -7 | 0.4% | 4% | 0% | 2% | -0.1% | 1052 | 18 | 0.2 | i |
| COC(=O)c1[nH]c2ccc(Br)cc2c1NC(=O)CN1CCCc2ccccc21 | -1.9 | i | 66 | 62 | 49% | 10% | 6% | 5% | -0.2% | 1383 | 27 | 1.2 | i |
| CCCCOc1ccc(N(CC(=O)NCC2CCCO2)C(=O)CCC(=O)Nc2nccs2)cc1 (stereo unspecified) | -1.2 | i | 3 | 0 | -0.7% | -1% | 0% | 13% | -0.2% | 994 | 44 | 0.4 | i |
| O=C(NC12CC3CC(CC(C3)C1)C2)N1CCN(c2ccccc2)CC1 | x | i | x | x | -0.8% | 5% | 4% | 26% | -1.6% | x | 59 | 0.6 | i |
| CCn1c(=O)c(C(=O)NCc2ccc3c(c2)OCO3)c(O)c2ccccc21 | x | i | x | x | 3.6% | 13% | -1% | 8% | -0.7% | x | 4 | 0.6 | i |
| CCCSc1ccc([C@H]2N[C@@](CC(C)C)(C(=O)OC)[C@H]3C(=O)N(C)C(=O)[C@@H]23)cc1 | x | i | x | x | 3.6% | 10% | -12% | 12% | x | x | 26 | 0.5 | i |
| C/C(=C\C(=O)O)CC(=O)O | -5.9 | i | -36 | 4 | 1.2% | 1% | 4% | 2% | -0.1% | 1229 | 36 | 0.7 | i |
| COc1ccc(-n2c(C)nnc2SCC(=O)NC2CC2)cc1 | x | i | x | x | 1.0% | 7% | -4% | 2% | 0.6% | x | 57 | 0.4 | i |
| Cn1nnnc1SCc1nc2ccccc2s1 | -2.5 | i | -2 | 16 | 1.6% | 6% | -6% | 21% | -0.1% | 1017 | 17 | 0.8 | i |
| Cc1ccc(S(=O)(=O)[N-]c2nc3ccccc3nc2-n2cc[n+](Cc3ccccc3)c2)cc1 | -0.3 | i | x | x | 0.2% | 12% | -4% | 17% | 0.1% | 1319 | 10 | 0.2 | i |
| CCOc1ccc(OCC)c(S(=O)(=O)N2CCCCC2C)c1 (stereo unspecified) | -1.1 | i | -5 | 1 | 1.0% | 8% | 7% | 1% | 0.3% | 1127 | 55 | 1.5 | i |
| Fc1ccc(OCCOCCNCC2CCCO2)cc1 (stereo unspecified) | -0.4 | i | -4 | -7 | 0.4% | 4% | 1% | 6% | -0.5% | 1086 | 49 | 0.3 | i |
| Cc1sc2nc(SCC(=O)N3CCOCC3)[nH]c(=O)c2c1C | 0.2 | i | -3 | -5 | 1.6% | 7% | -7% | 20% | 0.0% | 999 | 48 | 1.5 | i |
| CC1=C(C#N)C(NC(=O)C2CC2)(C(F)(F)F)C(=O)N1 (stereo unspecified) | -0.5 | i | 2 | 2 | 0.1% | 10% | -7% | 2% | 0.3% | 1069 | 44 | 1.0 | i |
| CS(=O)(=O)N(CC(=O)Nc1ccc(S(=O)(=O)N2CCCC2)cc1)c1cccc(F)c1 | 1.9 | i | x | x | 2.3% | 10% | -13% | 5% | 0.5% | 1234 | 32 | 0.4 | i |
